SSB-PriA inh: inhibitors of Klebsiella pneumoniae PriA binding to SSB C-terminal tail. AlphaScreen SSBct-PriA binding, biotinylated peptide. inhibition, % at 33 µM. 430,000 compounds, 0.6% hits; in the data active means inhibition mostly above about 37%, no sharp cut-off; inactive means mostly below about 20%;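 further: plate controls were negative control peptide for no effect and reference peptide for full effect; strong numbers were not always called active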
Starred values were filed as active, the others as inactive; & = joins results of further samples.

mol | SSB-PriA inh
COc1cc(-c2ccc(SCC(=O)NCc3ccccc3Cl)nn2)cc(OC)c1OC | -15
COc1cc(C(=O)N2CCN(Cc3ccccc3)CC2)cc(OC)c1OC | -13&-3
Cc1c(Cl)cccc1S(=O)(=O)Nc1cnn([C@H]2CCOC2)c1 | -3
O=C1CC(c2noc(-c3ccncc3)n2)CN1C1CCc2ccccc21 (stereo not drawn) | 0
Cc1cc(C)c(S(=O)(=O)NCCC(=O)N2CCOCC2)cc1N(C)S(C)(=O)=O | -6
Cc1c(NC(=O)CCN2C(=O)S/C(=C3/SC(=O)N(CCC(=O)Nc4c(C)n(C)n(-c5ccccc5)c4=O)C3=S)C2=S)c(=O)n(-c2ccccc2)n1C | 14
O=C(NCc1ccc(Cl)cc1)NNC(=O)c1cccn(Cc2cccc(F)c2)c1=O | -12
CCOC(=O)c1ccccc1NC(=O)CSc1ncc(S(=O)(=O)c2ccc(OC)c(Cl)c2)c(=O)[nH]1 | -11
CC(C)OC(=O)c1sc2nc(-c3ccc(Cl)cc3)cc(-c3ccco3)c2c1N | -9
COc1ccccc1C1(C(=O)N(Cc2ccsc2)C2CC2)CCOCC1 | -2
COc1ccc(N2CC(CNC(=O)NC3CCCCC3)CC2=O)cc1 (stereo not drawn) | -11
Cc1cc(N(C)C)nc(CNC(=O)c2ccc3c(c2)OCO3)n1 | -10
COc1ccc(S(=O)(=O)N2CCCCC2CC(=O)Nc2ncccn2)cc1 (stereo not drawn) | -2
Cc1ccc(C23CC4CC(CC(Br)(C4)C2)C3)cc1[N+](=O)[O-] | -9
Cc1ccccc1C(=O)NCCn1nc(-c2ccncc2)ccc1=O | -12
N#CCON=CC(=O)Nc1ccc(F)cc1F | 5
COc1ccc(CC(=O)NCc2cc(-c3cccs3)n(C3CCCC3)n2)cc1OC | -16
COc1ccc(Cl)cc1NC(=O)Cn1c(=O)c(N2CCCCC2)nc2ccccc21 | -14
CN1CCN(n2c3c(c(SCC(=O)NCc4ccc5c(c4)OCO5)nc2=O)CCC3)CC1 | -15&-10
O=C(CSCc1ccccc1)N1CC(S(=O)(=O)C2CCCCC2)C1 | 1
O=S(=O)(c1ccc2c(c1)CCCC2)N1CCN(c2ccc3nnc(C4CC4)n3n2)CC1 | -10&5
CC1CCN(c2ccc(N3CCN(C(=O)c4ccco4)CC3)nn2)CC1 | 15
CCCOc1c(Br)cc(C=NO)cc1OC | -7
Cc1cc(C)cc(OCCNS(=O)(=O)c2ccc(Cl)cc2)c1 | -32
CCCn1c(=NC(=O)c2ccc(Cl)s2)sc2ccccc21 | -35

The last six records of the section before are carried over, then new ones follow.
mol | SSB-PriA inh
O=C(CSCc1ccccc1)N1CC(S(=O)(=O)C2CCCCC2)C1 | 1
O=S(=O)(c1ccc2c(c1)CCCC2)N1CCN(c2ccc3nnc(C4CC4)n3n2)CC1 | -10&5
CC1CCN(c2ccc(N3CCN(C(=O)c4ccco4)CC3)nn2)CC1 | 15
CCCOc1c(Br)cc(C=NO)cc1OC | -7
Cc1cc(C)cc(OCCNS(=O)(=O)c2ccc(Cl)cc2)c1 | -32
CCCn1c(=NC(=O)c2ccc(Cl)s2)sc2ccccc21 | -35
S=C(NCCc1ccccc1)N/N=C\c1ccccc1Cl | -18
CCOC(=O)c1sc(=NC(=O)Cc2cccc3ccccc23)n(C)c1C | -8
NC(=NOC(=O)c1ccccc1Cl)c1ccccn1 | -8
Cc1nn(C(C)CC(=O)Nc2cc(Cl)cc(Cl)c2)c(C)c1C (stereo not drawn) | -8
COC(=O)c1ccc(C(=O)OC)c(NC(=O)C2Cc3ccc(C)cc3C(=O)O2)c1 (stereo not drawn) | -5
Cn1cccc1C(O)CCNC(=O)c1cc(-c2ccco2)on1 (stereo not drawn) | -10
O=C(COc1ccc(Cl)cc1Cl)NCC(=O)N/N=C\c1cccs1 | -6
C[C@]12CCC3C(CCC4=CC(=NOCC(=O)NC(CCC(=O)O)C(=O)O)CC[C@@]43C)C1CCC2O (stereo partly drawn) | -5
CC(Oc1ccc2c(c1)OCO2)C(=O)NCCCn1nc(-c2ccc(F)cc2)ccc1=O (stereo not drawn) | 4
O=C(Cc1cccs1)N(CC(F)(F)F)C1CCOCC1 | 5
Cc1nnc(NC(=O)c2cc(Cl)ccc2Cl)s1 | 2
Cc1nn(C(=O)c2ccc(Cl)cc2)c(C)c1NC(=O)c1ccc(Cl)cc1 | 4
CN(C)CCCN(C(=O)CSc1ccc(F)cc1)c1nc2c(Cl)cccc2s1 | 2
O=S(=O)(CCC(F)(F)F)NCc1cnn2c1CCCC2 | -16
COc1nn(C)cc1-c1nnc(SCC(=O)NCc2ccccc2Cl)n1C | 0
O=C(c1cc(-c2cccnc2)on1)N1CCC[C@H](Cc2nc(C3CC3)no2)C1 | -10
N#Cc1ccc(C(=O)N2CCC(COCc3ccccc3)CC2)cc1 | -11
Cc1ccc([N+](=O)[O-])cc1NC(=O)C(=O)N1CCN(c2ccc(F)cc2)CC1 | 6
COC(C)(C#N)c1cccc(Cl)c1 (stereo not drawn) | 3
O=C(Nc1ccc(Cl)c(Cl)c1)Nc1c2ccccc2nc(=O)n1Cc1cccnc1 | -11
COCCN1CCC(CNC(=O)C(=O)Nc2ccc(C)c(C)c2)CC1 | 0
Cc1ccc(-c2csc(NC(=O)CSCC(=O)Nc3nccs3)n2)cc1C | -12&-8
CN(C)c1ccc(C(CNC(=O)C(=O)Nc2cccc([N+](=O)[O-])c2)N2CCc3ccccc32)cc1 (stereo not drawn) | 16
Cc1cc2ncc(CCCNC(=O)c3ccc4nccnc4c3)cn2n1 | -2
CCOc1ccc2nc(NC(=O)C(C)C)sc2c1 | 7

(next part)
mol | SSB-PriA inh
O=C1NC(=S)NC(=O)C1=Cc1cc2c(cc1[N+](=O)[O-])OCO2 | 1
C/C(C=NNC(=O)c1ccc2nc[nH]c2c1)=C/c1ccccc1 | -13
CN1CCN(c2cc(NC(=O)c3cccc(Br)c3)ncn2)CC1 | -6
O=C(NN=Cc1ccc(OCc2ccccc2)cc1)c1ccncc1 | 0
COCCNC(=O)c1ccc2c(=O)n(-c3cc(C)cc(C)c3)c(SCC#N)nc2c1 | 6
O=C(COc1ccc2ccccc2c1)NCC(c1ccco1)N1CCc2ccccc21 (stereo not drawn) | 3
Cc1ccc(C(=O)NC2CC3CCC2(C)C3(C)C)cc1 (stereo not drawn) | -19&8
CCC(=NNC(=O)COc1ccccc1OC)C(CC)=NNC(=O)COc1ccccc1OC | -8
O=C(NC[C@@](O)(c1ccccc1)C1CC1)Nc1cccs1 | 0
CCOC(=O)c1nn(-c2ccc(C(F)(F)F)cc2)c(=O)c2c(NC(=O)c3ccc(C)c([N+](=O)[O-])c3)scc12 | -1
Cc1nc(-n2nc(-c3cccs3)cc2NC(=O)C(C)(C)Oc2ccc(Cl)cc2)[nH]c(=O)c1C | -1
CCc1cccc2sc(N(CCCn3ccnc3)C(=O)c3ccco3)nc12 | 110*
Cn1c(=O)c(O)c2c3c(cccc31)C(=O)c1ccccc1-2 | 14
CC(C)CCn1c(=O)c2sccc2n2c(=O)n(CCOc3ccccc3)nc12 | -10
COc1ccc(Cl)c2sc(N(CCCN(C)C)C(=O)c3ccn(C)n3)nc12 | -6
Cc1ccc(Cc2nnc(NC(=O)c3ccc(C#N)cc3)o2)cc1C | 6
CN1CCN(c2ccc(-c3ccc(NC(=O)Nc4ccccc4F)cc3)nn2)CC1 | 2
CCCCOc1ccccc1-c1cc2c(SCC(=O)Nc3ccc(F)cc3F)nccn2n1 | 2
O=C(c1ccco1)N1CCN(c2nc3c(-c4cccc(C(F)(F)F)c4)nnn3c3ccc(Cl)cc23)CC1 | 5
COc1cc(OC)c(OC)cc1C=NNC(=S)NCC1CCCO1 (stereo not drawn) | -6
O=C(NCc1ccnc(N2CCCCC2)n1)Nc1ccc2c(c1)OCCO2 | -7
Nc1c2ccccc2nc(=O)n1Cc1cccnc1 | -2
O=C(Nc1ccccc1-c1cn2ccccc2n1)c1cccc(-n2cccn2)c1 | -9
O=C(Cc1cc(=O)[nH]c(SCC(=O)Nc2cccc(Cl)c2)n1)NCc1cccs1 | 5
COc1ccccc1C(=O)NCCn1cc(SCc2ccccc2Cl)c2ccccc21 | -6

Overlap with the part before: 2 entries, followed by the next part.
mol | SSB-PriA inh
O=C(Cc1cc(=O)[nH]c(SCC(=O)Nc2cccc(Cl)c2)n1)NCc1cccs1 | 5
COc1ccccc1C(=O)NCCn1cc(SCc2ccccc2Cl)c2ccccc21 | -6
COC(C(=O)NN=C(C)c1ccc(C(C)(C)C)cc1)c1ccccc1 (stereo not drawn) | -15
COC(=O)c1ccsc1N1C(=O)CC(Sc2ccccc2C(=O)O)C1=O (stereo not drawn) | 18
O=S(=O)(c1ccccc1Cl)N1CCN(c2ccc(-n3cccn3)nn2)CC1 | -14
COCCNC(=O)C(=O)NCC[C@H](O)c1ccccc1 | -12
CCCOc1ccc(-c2nn(-c3ccccc3)cc2/C=C2\SC(=N)NC2=O)cc1 | -12
COc1cccc2cc(C(=O)Nc3onc4c3CCC4)oc12 | -7
Fc1cc(F)c2nc(N3CCNCC3)sc2c1 | 3
COc1ccc(NC(=O)CSc2ncc(-c3ccc(F)cc3)o2)c(OC)c1 | -5
Nc1ncccc1Cl | -3
Cc1ccc(C2C(=C(O)c3c(C)nc4ccccn34)C(=O)C(=O)N2CCN(C)C)o1 (stereo not drawn) | -5&-7
CCOC(=O)c1ccccc1NC=C1CCCCC1=O | -8
COc1ccc(/C=C/C(=O)NCC(=O)NN=C(CCC(=O)O)c2ccccc2)cc1 | -11
C[C@H](NC(=O)c1csc(NS(=O)(=O)c2cccs2)n1)c1ccccc1 | -2
O=C(C[C@H]1CCCCN1S(=O)(=O)c1cccs1)NCc1cccnc1 | -7
COc1cc(Cl)c(C)cc1NC(=O)CCCOc1ccc(C)cc1C | -3
O=C(NCc1nccc(N2CCCCC2)n1)c1ccccc1C(F)(F)F | -7
O=C(Nc1ccc(-c2cn3ccccc3n2)cc1)c1cccc([N+](=O)[O-])c1 | -17
Cc1nc2scc(-c3cccc(NC(=O)C4CCCO4)c3)n2c(=O)c1C (stereo not drawn) | -6
ON=C1CCCc2ccc3ccccc3c21 | -2
Clc1cc(Cl)c2nc(N3CCc4ccccc4C3)sc2c1 | -10
CC1(C)CC(=O)c2sc(NC(=O)/C=C/c3ccc([N+](=O)[O-])cc3)nc2C1 | -13
Fc1cccc(Cl)c1Cn1c(CN2CCCC2)nc2ccccc21 | 6
Cc1ccc(C2CC(C(F)(F)F)n3nc(C(=O)N4CCN(Cc5ccccc5)CC4)c(Cl)c3N2)cc1 (stereo not drawn) | -18
Cc1nnc(NC2CCCC2)[nH]c1=O | -14
COc1ccccc1C=NN1CCN(c2ccc(Cl)cc2)CC1 | 2

(listing goes on)
mol | SSB-PriA inh
O=S(=O)(NCCn1ccn2nc(-c3ccco3)cc12)c1ccc(C(F)(F)F)cc1 | 20
CCOC(=O)N1CCC(NC(=O)c2ccc(NC(=O)c3cn(C)nc3OC)cc2)CC1 | 2
O=C(CSc1ncnc2ccccc12)OCc1ccccc1 | -28
Cc1sc2nc(NC(=O)CCCN3C(=O)c4cccc5cccc(c45)C3=O)sc(=O)c2c1C | -4
CCCCOc1ccc(C(=O)NC[C@](C)(O)CSC)cc1 | -19
COc1ccc2nc(-c3ccc(OC)c(NC(=O)c4cc5ccccc5oc4=O)c3)cn2n1 | -9
Cc1nnc(N)n1N | 7
COc1ccc2oc(=NO)c(C(=O)Nc3ccc(C)cc3)cc2c1 | -4
COc1ccc2c(C)cc(SCC(=O)c3ccc(C)c(C)c3)nc2c1 | -16&-8
CCN(CC)CCN1C(=O)C(=O)C(=C(O)c2cnn(-c3ccccc3)c2C)C1c1cccnc1 (stereo not drawn) | -5
O=C(C1CC=CCC1)N1CCC2(CC1)OCCN2S(=O)(=O)c1ccc(Cl)cc1 (stereo not drawn) | -11
COc1cccc(C(=O)NNC(=O)c2ccc(=O)n(Cc3ccccc3)c2)c1 | -5
CC1Cc2ccccc2N1C(=O)c1ccc(=O)n(C)n1 (stereo not drawn) | -2
Cn1c(=O)c(C(N)=NOC(=O)c2ccccc2)cn(-c2ccccc2)c1=O | 0
COc1cccc(NC(=O)NCCS(=O)(=O)c2c(C)[nH]c3ccccc23)c1OC | -18
C=C(C)Cn1c(N2CCC(C(N)=O)CC2)nc2c1c(=O)[nH]c(=O)n2C | 0
COc1ccc(F)cc1S(=O)(=O)N1CCc2nc(NC(C)=O)sc2C1 | -8
Nc1cc(-c2ccco2)nn1C1CCS(=O)(=O)C1 (stereo not drawn) | 21
Cn1c(-c2ccccn2)nn(CCNC(=O)CCn2ccc(=O)[nH]c2=O)c1=O | -5
Cc1cc(NC(=O)C(=O)NCc2ccc3c(c2)OCO3)n(-c2nc3c(c(=O)[nH]2)CCC3)n1 | -1
O=C(CCN1C(=O)c2ccccc2C1=O)NCCS(=O)(=O)N1CCc2ccccc2C1 | -8
COc1ccc(N2C[C@@H](C(=O)Nc3ccc(CC(=O)NCc4cccs4)cc3)CC2=O)cc1 | 2
Cc1cc(C)c(C=NNC(N)=O)c(C)c1C=NNC(N)=O | -4

A second format for some results above.
> COc1ccc(N2C[C@@H](C(=O)Nc3ccc(CC(=O)NCc4cccs4)cc3)CC2=O)cc1
  SSB-PriA inh = 2
> CCN(CC)CCN1C(=O)C(=O)C(=C(O)c2cnn(-c3ccccc3)c2C)C1c1cccnc1 (stereo not drawn)
  SSB-PriA inh = -5
> O=C(CSc1ncnc2ccccc12)OCc1ccccc1
  SSB-PriA inh = -28
> Cc1cc(C)c(C=NNC(N)=O)c(C)c1C=NNC(N)=O
  SSB-PriA inh = -4

Not all compounds are listed. The share of hits here may be higher or lower than overall.
